MT1-MMP act inh: blocks activation of human MT1-MMP; HT1080 RFP-PRO-GFP cells, GFP/RFP ratio fluorescence, overnight; percent of plate control window, DMSO zero; GFP/RFP ratio change, % at 20 µM; actives 0.061% (n = 360,000); AID 651647;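 active means GFP/RFP ratio change of at least 30% with cell ATP level not reduced by more than half and red fluorescence within 50% of control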; further: strong numbers were not always called active
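Assay system: HT1080 RFP-PRO-GFP cells | Dosing: 20 µM single dose, 1% DMSO | Incubation: Cells overnight before dosing, compound overnight, 37 °C, 5% CO2 | Evaluation: GFP/RFP fluorescence ratio | Control set: DMSO-only wells and HT1080 RFP-L50D-GFP cell wells as references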
Rpn11 inh: inhibitors of human proteasome Rpn11 | O00487 | actives 0.59% (n = 360,000) | calls only at 20 µM | human 26S proteasome, Ub4-pepOG fluorescence polarization; 20S core pre-blocked with epoxomicin;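 active means inhibition at 20 µM, scaled to each plate's controls, above about 33%, limit read from the data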
Rin1 Abl inh: human Rin1-Abl interaction inhibition; TR-FRET Rin1/Abl binding, biochemical; inhibition, % at 7.35 µM; actives 0.4% (n = 360,000); P00519+Q13671; in the data active means inhibition above about 5%, passing the limit was not always enough
NadD inh: NadD (S. aureus) enzyme inhibition; actives 0.78% (n = 360,000); purified NadD enzyme, colorimetric absorbance read-out; inhibition, % at 20 µM; in the data active means inhibition above about 26%; further: some compounds past the cut are filed as inactive
FAS-TE inh: FAS thioesterase (human) inhibition; actives 0.67% (n = 360,000); inhibition, % at 15 µM; recombinant FAS-TE, OMFH fluorogenic substrate, fluorescence endpoint; AID 602261;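 active means compounds whose normalised, plate-corrected inhibition of enzyme fluorescence in the single-dose primary screen is 50% or more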;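 further: 0% = DMSO with enzyme and 100% = substrate without enzyme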
MLLE-PAM2 inh: blocks PAM2 peptide binding to the PABP1 MLLE domain; GST-MLLE / FITC-PAM2 fluorescence polarization; inhibition, % at 20 µM; actives 0.36% (n = 360,000); in the data active means inhibition above about 35%, passing the limit was not always enough;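 further: plate controls were DMSO wells with GST-MLLE for no effect and wells lacking GST-MLLE protein for full effect; some results filed as inactive read as strong as hits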
Target sequence (P11940 whole entry, looked up, the tested form may be a part): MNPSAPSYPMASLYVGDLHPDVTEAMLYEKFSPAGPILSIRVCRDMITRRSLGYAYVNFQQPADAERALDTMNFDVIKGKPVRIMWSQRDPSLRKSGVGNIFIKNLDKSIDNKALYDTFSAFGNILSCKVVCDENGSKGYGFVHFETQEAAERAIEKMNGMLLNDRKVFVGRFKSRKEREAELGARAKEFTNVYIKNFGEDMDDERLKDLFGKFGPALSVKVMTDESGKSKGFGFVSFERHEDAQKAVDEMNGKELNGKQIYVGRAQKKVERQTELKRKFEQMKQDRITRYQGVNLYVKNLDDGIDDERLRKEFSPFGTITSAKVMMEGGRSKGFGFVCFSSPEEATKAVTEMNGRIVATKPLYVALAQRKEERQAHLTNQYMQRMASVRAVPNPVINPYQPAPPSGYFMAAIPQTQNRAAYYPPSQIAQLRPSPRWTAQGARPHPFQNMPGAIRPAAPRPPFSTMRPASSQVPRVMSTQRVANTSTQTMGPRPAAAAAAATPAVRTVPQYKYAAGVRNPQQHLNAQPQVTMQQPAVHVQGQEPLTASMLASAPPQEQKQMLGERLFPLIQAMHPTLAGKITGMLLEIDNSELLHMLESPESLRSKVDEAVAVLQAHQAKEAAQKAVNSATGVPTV
SKN-1 block: inhibitors of C. elegans SKN-1 | C. elegans VP596 Pgst-4::GFP/RFP ratio, acrylamide-induced, 24 h | inhibition, % at 21.8 µM | actives 0.49% (n = 360,000);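 active means interference check ratio from 0.5 to 1.5 plus GFP to RFP signal ratio inhibition reaching or exceeding a fixed threshold, cut at about 30% in these data, passing the limit was not always enough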; further: some compounds called inactive have numbers as strong as hits
Neddyl block: inhibitors of human cullin neddylation. P61081+Q13564. calls only at 25 µM. TR-FRET cullin neddylation, biochemical. AID 651699. actives 0.58% (n = 360,000); in the data active means inhibition above about 36%
CSN deneddyl inh: inhibitors of human CSN-mediated cullin deneddylation. Q92905. Purified CSN, SCF-Nedd8-OG deneddylation, fluorescence polarization. inhibition, % at 12.5 µM. actives 0.38% (n = 360,000);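 active means pattern-corrected inhibition above about 35%, with an unprinted fluorescence ratio check between 0.5 and 1.5, limit read from the data, passing the limit was not always enough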;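 further: 0% = enzyme with substrate and 100% = substrate without enzyme; some results filed as inactive read as strong as hits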
Target sequence (Q92905 whole entry, looked up, one chain of several): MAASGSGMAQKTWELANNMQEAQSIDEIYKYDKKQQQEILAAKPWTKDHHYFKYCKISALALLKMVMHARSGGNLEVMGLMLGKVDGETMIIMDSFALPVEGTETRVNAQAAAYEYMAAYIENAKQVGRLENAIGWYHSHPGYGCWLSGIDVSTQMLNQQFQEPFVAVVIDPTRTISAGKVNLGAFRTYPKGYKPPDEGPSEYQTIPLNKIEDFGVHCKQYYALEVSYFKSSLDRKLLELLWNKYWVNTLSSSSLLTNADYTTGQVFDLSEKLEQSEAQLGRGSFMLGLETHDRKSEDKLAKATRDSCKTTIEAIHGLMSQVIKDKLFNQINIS
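Material: human Csn5 produced in HEK293T cells; Input: enzyme 0.24 nM; Reagent: SCFSkp2-Nedd8OG substrate at 10 nM final; Dosing: 12.5 µM compound; Incubation: 90 min reaction at room temperature; Detection: fluorescence polarization of the substrate; Evaluation: % inhibition of substrate cleavage by Csn5; Control set: substrate-only high control, full reaction low control.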
Numbers without * were called inactive; i = inactive; . = no result given.

Start of the listing, in advance:
Sequence of screens: MT1-MMP act inh, Rpn11 inh, Rin1 Abl inh, NadD inh, FAS-TE inh, MLLE-PAM2 inh, SKN-1 block, Neddyl block, CSN deneddyl inh
O=c1cc(CSc2ccc(Cl)cc2)nc2nc[nH]n12
  -1.7, i, 3.5, 2.4, -7.3, 11.7, -1.6, i, 6.3
COC(=O)CCCCC(=O)C1C(=O)CC(C)(C)C(C(=O)OC)C1=O (stereo not given)
  -1.9, i, 1.0, 0.3, -7.8, -0.2, 11.1, i, 1.1
CCN(CC)c1ccc2c(C)c(CO)c(=O)oc2c1
  -1.0, i, -0.7, -3.6, -3.2, -2.2, 12.2, ., -1.2

All compounds of this part, previewed entries included:
Sequence of screens: MT1-MMP act inh, Rpn11 inh, Rin1 Abl inh, NadD inh, FAS-TE inh, MLLE-PAM2 inh, SKN-1 block, Neddyl block, CSN deneddyl inh
O=c1cc(CSc2ccc(Cl)cc2)nc2nc[nH]n12
  -1.7, i, 3.5, 2.4, -7.3, 11.7, -1.6, i, 6.3
COC(=O)CCCCC(=O)C1C(=O)CC(C)(C)C(C(=O)OC)C1=O (stereo not given)
  -1.9, i, 1.0, 0.3, -7.8, -0.2, 11.1, i, 1.1
CCN(CC)c1ccc2c(C)c(CO)c(=O)oc2c1
  -1.0, i, -0.7, -3.6, -3.2, -2.2, 12.2, ., -1.2
O=C(COC(=O)Cc1ccsc1)Nc1ccccc1
  2.8, i, 1.1, -3.5, -0.6, -5.7, -3.3, i, 0.2
C=CCn1c(SCC(=O)c2cc(C)n(C)c2C)nnc1-c1ccncc1
  -5.7, i, 1.3, -9.4, -5.8, -8.3, -9.0, i, -1.8
Cc1c(C(=O)Nc2cccc(Oc3ccccc3)c2)sc(=O)n1Cc1ccc(F)cc1
  0.1, i, 2.7, -9.1, 25.8, 5.4, -2.5, i, -4.9
CC1CCN(S(=O)(=O)c2ccc(C(=O)N3CCN(c4ccccc4F)CC3)cc2)CC1
  1.0, i, 1.2, -1.6, 17.3, -3.3, -1.5, i, -2.4
O=C1C(Cl)=C(N2CCOCC2)C(=O)N1c1cccc(C(F)(F)F)c1
  -2.0, i, -2.2, -1.6, 22.1, 26.7, 13.9, i, 8.7
COc1ccc(CN2CCc3ccccc3C2)cc1Br
  -3.1, i, 2.8, -6.7, 9.5, -7.8, 4.2, i, -2.1
Cn1c(SC/C=C/c2ccccc2)nnc1-c1ccco1
  -5.0, i, -0.1, 0.2, 0.7, -3.0, -1.3, i, 6.9
Cc1nn2c(-c3ccc(S(=O)(=O)N4CCN(CCO)CC4)o3)nnc2c2ccccc12
  -4.3, i, 4.5, -2.2, 3.1, 6.8, 16.2, ., -1.4
CCOC(=O)C1CCCN(C(=O)c2ccc(OC)c(OC)c2)CC1 (stereo not given)
  2.2, i, -6.8, 0.6, -9.0, -5.2, -14.6, i, -1.8
CC(c1ccc(F)cc1)n1cc(C(=O)NCc2ccccn2)nn1 (stereo not given)
  -2.2, i, 6.1, -1.4, -12.7, 8.5, 8.7, i, -2.0
N#CCCNc1ccc(OCCC#N)cc1
  4.2, i, -1.9, 1.7, -4.5, 9.9, 22.4, i, 7.5
COCCNC(=O)C(c1ccc(Cl)cc1)N(Cc1ccco1)C(=O)CCC(=O)Nc1ccccn1 (stereo not given)
  -0.4, i, 3.1, -9.9, -4.0, 10.5, -9.7, i, 1.0
CCOC(=O)c1c(NC(=O)C2C3CCC(O3)C2C(=O)O)sc2c1CCC(CC)C2 (stereo not given)
  5.3, i, -1.0, 13.1, -5.0, 8.4, 6.5, i, -7.0
O=c1cc(C(F)(F)F)nc(SC/C=C/c2ccccc2)[nH]1
  3.0, i, -0.1, -0.3, -0.1, 10.5, 25.5, i, 5.2
COc1ccc(CNC(=O)CN(Cc2ccco2)C(=O)CNS(=O)(=O)c2ccccc2)cc1
  -2.3, i, 0.1, 4.0, -1.4, -4.2, -0.7, i, 3.0
O=C(/C=C/[C@H]1O[C@@H](n2cnc3c(NC(=O)c4ccccc4)ncnc32)[C@H](O)[C@@H]1O)N[C@@H](CO)Cc1c[nH]c2ccccc12
  2.1, i, 1.2, -1.2, -8.3, 7.0, 5.8, i, 1.5
CC(C)CCN(CC(=O)NC(C)(C)C)C(=O)C(=O)Nc1ccc2c(c1)OCCO2
  -1.2, i, -0.7, -2.2, -3.1, -0.8, 1.5, i, 0.9
FC(F)Sc1ccc(-n2c(-c3ccc(Cl)cc3)c[n+]3c2CCC3)cc1
  1.8, i, 3.6, 4.0, -17.6, 16.9, -14.2, i, 3.7
CCc1cccc2c(C(=O)COC(=O)c3nccnc3N)c[nH]c12
  -5.8, i, -1.3, 7.7, -4.2, -67.2, 2.8, i, 1.4
CCOc1ccc(-c2cc(C(=O)NCCCN3CCCC3)c3ccccc3n2)cc1
  -0.3, i, -0.3, -0.3, -7.9, 5.3, -6.1, ., -0.1
C[C@]12C(=O)N(c3cccc(F)c3)C(=O)N1[C@@H]1c3ccccc3OC[C@@H]1[C@H]2c1ccccc1
  -0.7, i, 1.9, -1.0, 29.3, -9.6, 15.2, i, 2.1
C=CCn1c(CSc2nnc(-c3ccccc3)n2C)n[nH]c1=S
  1.1, i, 0.9, -5.4, -7.7, -14.8, -8.2, i, 2.5
O=C(CN1C(=O)C2CC=CCC2C1=O)Nc1ccc(OC(F)(F)F)cc1 (stereo not given)
  1.1, i, 0.8, -2.0, -2.0, 0.9, -3.6, i, -1.6
Cn1c(NCCc2ccccc2)cc(=O)n(C)c1=O
  -1.9, i, 3.1, -1.3, -9.6, 5.7, 16.3, i, 1.0
CC(=O)NCc1nc2ccccc2n1Cc1ccccc1C
  -2.8, i, 0.6, 5.4, -8.1, 13.8, 0.7, i, -0.4
O=C(O)C(Cc1ccc(F)cc1)c1ccccc1 (stereo not given)
  -0.6, i, -1.0, -3.5, -4.6, -6.3, 10.9, i, 1.8
CC(C)COC(=O)NC1c2ccccc2Oc2ccccc21
  -5.5, i, -0.8, 3.4, 0.6, 4.7, 2.7, i, -0.7
COc1ccc(Nc2ncnc3c2cnn3-c2ccccc2)cc1OC
  -0.3, i, -0.9, 0.6, 0.7, -10.2, 3.9, ., 7.2
O=C(NC1CCCC1)c1cccc2c1C(=O)c1ccc(/C=C/c3ccccc3)cc1S2(=O)=O
  -0.5, i, 1.4, 25.2, -3.7, -9.3, -14.8, i, 4.2
O=C(CC1C(=O)OCC2CCCCN21)Nc1ccccc1C(F)(F)F (stereo not given)
  -0.3, i, 6.0, 0.0, -2.7, 20.7, -0.7, i, 3.9
COc1ccc(Nc2ncccc2C(=O)NCc2ccccc2)cc1
  5.4, i, -0.1, -5.4, 15.4, 8.4, 14.0, i, 0.3
COc1ccc(-c2noc(=O)n2Cc2ccccc2F)cc1
  -3.3, i, 2.3, -2.2, 7.2, -1.8, 4.2, i, -2.0
O=[N+]([O-])c1cccnc1Oc1ccc(F)cc1F
  -1.2, i, 0.5, -4.2, -5.5, -0.8, 5.2, i, 0.3
Cc1cc(C)cc(Oc2ccc(C(F)(F)F)cc2C#N)c1
  0.2, i, 1.6, 29.4, 15.8, 1.6, 11.6, i, 2.0
COc1cc(SC)ccc1C(=O)N1CCN(Cc2ccc3c(c2)OCO3)CC1
  -3.9, i, -0.6, -1.3, 0.8, 0.5, -5.4, i, 2.3
CC(=O)c1ccc(Nc2ncnc3c2oc2ccccc23)cc1
  2.9, i, -0.8, -1.2, -1.8, -6.5, 11.3, i, -1.5
CCOC(=O)C1=C(c2ccccc2)N(C)C(=O)NC1c1ccc(OC(F)F)c(OC)c1 (stereo not given)
  -2.1, i, 0.5, -1.8, 6.3, 0.1, 9.5, i, 6.0
CCCCN(C(=O)c1cc2ccccc2o1)c1c(N)n(CC(C)C)c(=O)[nH]c1=O
  -5.9, i, -0.8, -1.1, -10.2, -4.9, 10.9, i, 0.0
CC(C)c1ccc(-n2nnnc2SCC(=O)NC2CC2)cc1
  4.2, i, -0.4, -0.1, -1.0, -19.9, 5.7, i, -3.8
O=C(COc1ccc(S(=O)(=O)N2CCCC2)cc1)N1CCCC1
  -0.3, i, 2.8, 3.5, -0.7, 5.4, -0.3, i, -3.2
Cc1ccc(SCC(=O)O/N=C(\N)c2cccnc2)cc1
  -3.9, i, -2.8, 0.7, 0.0, -3.8, 17.6, i, -1.1
CCOC(=O)CC1=NN(c2ccccc2)C(=O)C1=c1sc(=C2SC(C)=C(C)N2CC)c(=O)n1CC
  -1.2, i, -1.8, -1.2, -8.2, 6.4, 9.5, i, -2.5
O=C(O)c1cccc(S(=O)(=O)Nc2cc(Cl)ccc2Cl)c1
  -1.5, i, -3.8, -4.2, -5.3, -1.9, 1.1, i, -1.4
COC(=O)COc1ccc2c(=O)c(-c3ccccc3OC)coc2c1
  1.2, i, 1.1, -5.0, -2.8, -8.3, 9.5, i, 2.7
CCCNC(=O)COC(=O)c1n[nH]c2ccccc12
  3.7, i, -4.3, -5.9, -4.9, -3.1, -8.1, i, 0.2
O=C(Cn1cc(C(F)(F)F)ccc1=O)N/N=C/c1ccccc1O
  -1.2, i, -5.8, -4.1, 36.6, 3.4, -4.3, i, -3.9
CCOc1ccc(/C(O)=C2\C(=O)C(=O)N(c3ccc(OC)cc3)C2c2ccccc2[N+](=O)[O-])cc1 (stereo not given)
  -2.1, i, 0.2, -0.4, 4.9, 21.4, 17.5, i, 3.9
Cc1cccc(NCc2cc(Cl)cc(Cl)c2O)n1
  -5.5, i, -1.0, -0.7, 26.8, 2.4, 5.6, i, 0.1
CC(Sc1ccc(S(=O)(=O)N2CCN(C)CC2)cn1)C(=O)NC1(C#N)CCCCC1 (stereo not given)
  -1.2, i, 2.4, -4.8, -9.7, 10.1, 22.3, i, -2.5
Fc1ccc(-c2c[nH]c(=S)n2Cc2ccccc2)cc1
  -1.6, i, -0.9, 16.4, 5.4, -34.8, 1.1, i, -4.9
CCOc1ccc(CC(=O)N/N=C(\C)c2cccnc2)cc1
  0.7, i, -1.5, -6.0, -4.7, -5.2, -13.8, i, -2.7
CN(C)c1ccc(N=Nc2ccccc2C(=O)OCC(=O)N2CCCC2)cc1
  26.6, i, -17.0, 3.1, 2.7, -26.0, 11.3, i, -1.5
CCCOc1ccc(CN(C(=O)c2cccc(OC)c2)C2CCS(=O)(=O)C2)cc1 (stereo not given)
  -1.4, i, -4.6, 0.6, 1.5, -4.5, 14.6, i, -0.9
CC(C)c1ccc(C2=NN(c3ccccc3)C(=O)CC2)cc1
  2.7, i, -3.0, -5.9, 37.3, -6.0, -12.1, i, -0.9
O=C1OCCC1=COCCCCCCOC=C1CCOC1=O
  -4.1, i, 1.1, 2.3, -7.2, 9.3, 4.2, i, 1.9
Cc1ccc2nc(Cl)c(C3CC(c4cccs4)=NN3C(=O)CCCC(=O)O)cc2c1 (stereo not given)
  4.7, i, -3.5, 6.2, -3.8, 5.1, -5.4, i, 1.0
Cc1nc(SCC(=O)NCCc2ccccc2)nc(C)c1C
  1.2, i, 1.5, 2.0, -6.7, -4.2, -7.1, i, -4.7
CN(C)C(=O)C[C@@H]1C=C[C@@H](NC(=O)C2CCC2)[C@@H](CO)O1
  -0.5, ., ., ., ., ., 0.5, i, -1.2
CCOC(=O)C1=CNS(=O)(=O)NC1c1ccc(Br)cc1F (stereo not given)
  1.1, i, -1.8, -4.2, -6.6, -0.1, 12.9, i, -1.8
